KCNQ1 act = potentiates or activates the human KCNQ1 potassium channel. P51787. CHO-K1 KCNQ1, thallium flux FluxOR fluorescence; stronger effect = higher value. B-score at 10 µM. hit rate 0.35% among 310,000. AID 2648;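 active means fluorescence ratio B-score, a plate-corrected score, at least three library SD, with initial intensity B-score within 5 SD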
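Test system: CHO-K1 cells stably expressing KCNQ1 / Medium: assay buffer / Also added: depolarizing K+/Tl+ stimulus, K2SO4 and Tl2SO4 each 12.5 mM in 5x stock / Incubation: 90 min dye loading and 20 min compound exposure, both at room temperature / Signal: thallium influx via FluxOR fluorescence, kinetic imaging / Evaluation: B score of baseline-normalized fluorescence ratio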
KCNQ1 inh = blocks the human KCNQ1 potassium channel; CHO-K1 KCNQ1, FluxOR thallium flux fluorescence; stronger effect = higher value; B-score at 10 µM; hit rate 1.3% among 310,000; AID 2642;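 active means compounds whose thallium flux B-score, printed positive for inhibition, exceeds three library SD while starting fluorescence stays within three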;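 further: channel opened by potassium depolarization with thallium stimulus after 20 min compound exposure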
HDAC3 inh = inhibitors of human histone deacetylase 3. O15379. recombinant HDAC3, fluorogenic peptide/trypsin coupled, fluorescence. inhibition, % at 8.3 µM. hit rate 0.15% among 320,000. AID 2718; in the data active means inhibition above about 26%, passing the limit was not always enough; inconclusive means no clear call, values can overlap the other calls
KCNK9 block = blocks the human KCNK9 two-pore domain potassium channel; HEK293 KCNK9, FluxOR thallium flux fluorescence; stronger effect = lower value; Q9NPC2; hit rate 1.2% among 310,000; B-score at 10 µM; AID 488922;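 active means ratio B-score over 3 SD below the library mean, with starting fluorescence within 5 SD of its mean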;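 further: negative B-score means less thallium flux so channel inhibition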
RGS4 pot = potentiators or activators of RGS4. HEK293 M3R/inducible RGS4, carbachol calcium flux Fluo4; stronger effect = lower value. B-score at 10 µM. hit rate 0.92% among 310,000. AID 463111;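 active means B-score of the integrated calcium signal more than 4 SD below the library mean, with starting fluorescence not abnormally high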;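 further: negative B-score means reduced calcium response which marks RGS4 activation or potentiation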
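System: HEK293 FlpIn-TREx cells, stable M3R, doxycycline-inducible RGS4. Timing: overnight RGS4 induction, 30 min dye load 37 °C, 20 min compound RT. Also added: carbachol, ECmax concentration. Measured by: Fluo4 fluorescence kinetic imaging of calcium. Evaluation: integrated calcium ratio converted to B score.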
hERG protect = hERG (human) protection from proarrhythmic block; Q12809; CHO-hERG, FluxOR thallium flux, dofetilide IC70 present; activation (rescue from dofetilide block), less the hit threshold, % at 10 µM; hit rate 0.51% among 310,000;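 active means activation above the mean of controls blocked by dofetilide plus 5 SD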;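 further: thallium influx through hERG after potassium depolarization seen as dye fluorescence rise; in these data hits start at about 4.7%; inactives centre near -7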
ANO1 activ = mouse TMEM16A channel activation, primary screen; Q8BHY3; HEK293 TMEM16A/YFP-H148Q/I152L, iodide quench fluorescence; stronger effect = lower value; B-score at 10 µM; hit rate 0.3% among 340,000; AID 623877;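 active means fluorescence-ratio B-score plate-corrected deviation score at least 3 library SD below zero, with starting fluorescence score within 5 deviations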;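 further: channel opened by trigger with iodide after compound preincubation; score built on the fluorescence ratio of max minus min over baseline; more negative score means more quench and so TMEM16A activation or potentiation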
Target sequence (Q8BHY3 whole entry, looked up): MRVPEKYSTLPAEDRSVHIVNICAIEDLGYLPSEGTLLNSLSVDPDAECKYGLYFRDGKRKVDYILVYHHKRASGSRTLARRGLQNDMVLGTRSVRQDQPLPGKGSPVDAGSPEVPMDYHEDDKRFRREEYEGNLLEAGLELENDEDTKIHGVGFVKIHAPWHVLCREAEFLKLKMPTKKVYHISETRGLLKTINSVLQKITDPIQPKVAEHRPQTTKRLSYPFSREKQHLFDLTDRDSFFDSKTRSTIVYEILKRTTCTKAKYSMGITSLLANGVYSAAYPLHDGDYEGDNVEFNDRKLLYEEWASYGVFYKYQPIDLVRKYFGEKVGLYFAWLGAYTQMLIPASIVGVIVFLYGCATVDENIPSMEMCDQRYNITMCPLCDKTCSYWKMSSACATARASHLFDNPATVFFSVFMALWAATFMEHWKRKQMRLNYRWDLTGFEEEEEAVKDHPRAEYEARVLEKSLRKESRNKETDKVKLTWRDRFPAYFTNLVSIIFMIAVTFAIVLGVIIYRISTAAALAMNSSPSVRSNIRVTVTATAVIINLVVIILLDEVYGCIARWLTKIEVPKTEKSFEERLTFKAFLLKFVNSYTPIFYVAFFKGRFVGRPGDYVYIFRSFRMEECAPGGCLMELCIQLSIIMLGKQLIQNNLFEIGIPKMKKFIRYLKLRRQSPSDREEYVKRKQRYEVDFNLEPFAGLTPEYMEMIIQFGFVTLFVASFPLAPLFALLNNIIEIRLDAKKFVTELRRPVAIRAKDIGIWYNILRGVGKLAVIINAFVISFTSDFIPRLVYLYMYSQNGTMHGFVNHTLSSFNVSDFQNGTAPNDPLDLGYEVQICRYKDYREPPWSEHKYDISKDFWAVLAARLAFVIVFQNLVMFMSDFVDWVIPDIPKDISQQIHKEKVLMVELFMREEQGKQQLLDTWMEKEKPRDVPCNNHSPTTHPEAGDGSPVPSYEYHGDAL
TMEM16A inh = mouse TMEM16A channel inhibition, primary screen | Q8BHY3 | HEK293 TMEM16A/YFP iodide influx fluorescence, ionomycin | normalized B-score (activity score, 25-100; higher = stronger inhibition) at 10 µM | hit rate 1.2% among 310,000;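 active means ratio plate-corrected score three or more library SD toward inhibition, starting fluorescence score within five deviations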;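 further: score derived from kinetic fluorescence span divided by baseline fluorescence per well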
KCNK3 inh = human KCNK3 channel inhibition, primary screen. O14649. CHO-KCNK3 thallium flux, FluxOR fluorescence; stronger effect = lower value. B-score at 10 µM. hit rate 0.84% among 340,000. AID 602410;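 active means B-score under library mean minus 4 SD, starting fluorescence ratio at most library mean plus 5 SD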;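 further: more negative B-score means stronger inhibition of thallium flux through KCNK3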
SKKanGAS inh = inhibitors of SKKanGAS S. pyogenes growth in kanamycin (SK-promoter or general growth effect); BacTiter-Glo, 6 h; inhibition, % at 7.5 µM; hit rate 1.3% among 300,000;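 active means mean replicate score, as percent of positive control median, at least 50; inconclusive means mean below 50 but one replicate at or above 50; inactive means mean and every replicate below 50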;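 further: strain carries kanamycin resistance gene driven by streptokinase promoter and grows in 40 µg/ml kanamycin; loss of luminescence reflects streptokinase promoter inhibition or plain growth inhibition; 0% = median of DMSO wells and 100% = positive control at its reference dose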
RGS4 inh = inhibitors of human RGS4. B-score at 10 µM. hit rate 0.45% among 310,000. HEK293 M3R/RGS4 inducible, Fluo-4 calcium flux; stronger effect = higher value; triggered by carbachol at its EC20;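 active means B-score, a plate-corrected calcium signal, over three deviations above library mean, with baseline fluorescence within five deviations of library mean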;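 further: RGS4 expression induced by doxycycline in cells with stable M3 receptor; B-score is computed from the integrated fluorescence ratio over baseline after carbachol; higher B-score means a larger calcium signal and so more RGS4 inhibition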
Target sequence (P49798 whole entry, looked up): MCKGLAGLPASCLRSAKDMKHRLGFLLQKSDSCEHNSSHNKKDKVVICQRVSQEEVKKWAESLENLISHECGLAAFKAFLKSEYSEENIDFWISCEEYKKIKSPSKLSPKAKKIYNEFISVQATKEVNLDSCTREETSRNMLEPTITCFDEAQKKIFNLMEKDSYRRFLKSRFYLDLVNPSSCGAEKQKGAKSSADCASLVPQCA
An asterisk follows results filed as active; i = inactive; ? = inconclusive; . = not tested or not shown. No enrichment for hits. Share with any hit: about 6.3%.

SMILES	KCNQ1 act	KCNQ1 inh	HDAC3 inh	KCNK9 block	RGS4 pot	hERG protect	ANO1 activ	TMEM16A inh	KCNK3 inh	SKKanGAS inh	RGS4 inh
O=CN1CCN(C(C(=O)NC2CCCCC2)c2cc3c(cc2[N+](=O)[O-])OCO3)CC1 (stereo not given)	i	i	-0.7	i	i	-15.4	i	i	i	-0.2	i
COc1cccc(C(=O)NCC2CCCN2S(=O)(=O)c2cccs2)c1 (stereo not given)	i	i	?	i	i	-15.8	i	i	i	-2.1	i
O=C(Nc1ccc2ccccc2c1)C(c1ccccc1)C1CCCC1 (stereo not given)	i	15*	-2.6	-7.54*	i	-24.9	i	i	i	2.5	i
Cc1ccccc1N1C(S)=C(C#N)C(=O)NC1c1cccs1 (stereo not given)	i	i	4.7	i	i	-12.8	i	i	i	-1.3	i
COc1ccc(/C=C/C(=O)c2ccc3c4c(cccc24)CC3)cc1	i	i	-3.2	i	i	-10.3	i	i	i	-7.8	i
Cc1cccc(-n2c(O)cnc2Nc2nc(C)cc(C)n2)c1	i	i	-1.0	i	i	-9.8	i	i	i	-2.8	i
CCCCn1c(SCC(=O)NCc2ccco2)nc2ccc(N3CCOCC3)cc2c1=O	i	i	-0.6	i	i	-10.1	i	i	i	1.0	5.01*
CCCCOc1ccc(C(C)NC(=O)CCS(=O)(=O)Cc2ccccc2Cl)cc1 (stereo not given)	i	i	3.9	i	i	-7.7	i	i	i	-1.1	i
CC(=O)C1=C(C)N(Cc2ccccc2)C(=O)N[C@H]1c1cccc(F)c1	i	i	10.0	i	i	-6.0	i	i	i	1.2	i
O=C(c1ccc(Br)o1)N1CCN(CCOc2ccccc2)CC1	i	i	-5.5	i	i	-13.1	i	i	i	.	i
O=c1c2c(nc3n1CCS3)c1cc(F)ccc1n2Cc1cc(=O)n2cc(Cl)ccc2n1	i	i	1.7	i	i	-12.5	.	i	.	1.0	i
Cc1noc(NS(=O)(=O)c2ccc(NC(=O)NC(C)(C(F)(F)F)C(F)(F)F)cc2)c1C	i	i	-4.4	i	i	-6.4	i	i	i	-3.9	i
Cc1ccccc1OCC(=O)NC(=S)Nc1ccc(S(=O)(=O)NC2CCCCC2)cc1	i	i	6.7	i	i	-5.5	i	i	i	25.4	i
Cn1c(NCC(O)c2ccccc2)nc2c1c(=O)n(Cc1ccc(Cl)c(Cl)c1)c(=O)n2C (stereo not given)	i	i	8.7	i	i	-0.6	i	i	i	30.3	i
Cc1ccc(-c2nn(CC(N)=O)c(=O)c3ccccc23)cc1S(=O)(=O)N(C)C	i	i	0.0	i	i	-8.2	i	i	i	-4.0	i
O=C(CSc1nc2cc(Cl)ccc2s1)Nc1cccc(S(=O)(=O)N2CCOCC2)c1	i	i	.	i	i	-6.4	i	i	i	8.4	i
CCn1c(CSc2nc(C)cc(C)n2)nnc1SCC(=O)Nc1nc(-c2ccccc2)cs1	i	i	-0.9	i	i	-14.1	i	i	i	4.5	i
CCOc1ccc(NC(=O)CN2CCN(CC(=O)c3ccc(OCC)cc3)CC2)cc1	i	i	.	i	i	-6.3	i	.	i	4.5	i
COc1ccc(NC(=S)N(CCCN2CCC(C)CC2)Cc2cccs2)cc1Cl	i	i	4.1	i	i	-15.3	i	i	i	0.7	i
Cc1ccc(Cn2nnc3c(=O)[nH]c(C4CCN(S(=O)(=O)/C=C/c5ccccc5)CC4)nc32)cc1	i	i	2.8	i	i	-2.4	i	i	i	24.0	i
Cc1cc(C)n(-c2nc(-c3ccc(Cl)c(Cl)c3)cs2)n1	i	i	3.0	i	i	-6.2	i	i	i	8.3	i
CCCn1c(N)c(Sc2ccc(Cl)cc2)c(=O)n(CCC)c1=O	i	i	2.5	i	i	-12.1	i	i	i	-0.6	i
O=C(NCc1cccnc1)C1CC(c2ccccc2Cl)=NO1 (stereo not given)	i	i	0.7	i	i	1.1	i	i	i	-1.7	i
CCOc1ccc(NC(=O)CCCc2cc(-c3ccc(OCC)cc3)on2)cc1	i	i	-2.5	i	i	-7.9	i	i	i	6.8	i
COc1ccc(NS(=O)(=O)c2cccc(C(=O)NCC3CCCO3)c2)cc1 (stereo not given)	i	i	1.4	i	i	-14.0	i	i	i	8.5	i

Other structures
SMILES	KCNQ1 act	KCNQ1 inh	HDAC3 inh	KCNK9 block	RGS4 pot	hERG protect	ANO1 activ	TMEM16A inh	KCNK3 inh	SKKanGAS inh	RGS4 inh
O=C(CSc1nnc(-c2ccncc2)o1)N1CCCCCC1	i	i	.	i	i	-7.8	i	.	i	2.0	i
COc1ccc(C2C(C(=O)c3ccc(C)o3)=C(O)C(=O)N2Cc2cccnc2)cc1OC (stereo not given)	i	i	1.3	i	i	-5.8	i	i	i	-1.1	i
COc1ccc(S(=O)(=O)Nc2c(NC3CCCCC3)c3ccccc3oc2=O)cc1OC	i	i	-0.9	i	i	-2.9	i	i	i	-15.5	i
N/C(=N\OC(=O)Cc1cccs1)c1ccc(Br)cc1	i	i	6.4	i	i	-5.4	i	i	i	8.5	i
N#Cc1c(-c2ccncc2)cc(-c2ccc(F)cc2)nc1N	i	i	-7.7	i	i	-7.8	i	i	i	-2.4	i
COc1ccccc1CC(=O)N1CCC(n2nccc2NC(=O)C2CCOC2)CC1 (stereo not given)	i	i	3.1	i	i	-10.9	i	i	i	5.2	i
Cc1ccc(-c2nc(CN(C)Cc3cccc4cnccc34)c(C)o2)s1	i	i	4.3	i	i	-14.5	i	i	i	2.9	i
O=C(NCc1cccnc1)C(=O)NCC1CCCO1 (stereo not given)	i	i	-6.5	i	i	-8.6	i	i	i	-1.9	i
CCC1=NN(C(=O)C(=O)Nc2ccc(Br)cc2)C(O)(C(F)(F)F)C1 (stereo not given)	i	6*	2.2	i	i	-3.3	i	i	i	5.3	i
COc1ccc(NC(=O)CN(C2CCCCC2)S(C)(=O)=O)cc1OC	i	i	-0.2	i	i	-2.2	i	i	i	-5.1	i
Cc1cc(C)c2c(=O)c(C#N)coc2c1	i	i	6.2	i	i	-7.3	i	i	i	-4.4	i
Cc1cc(Br)ccc1NCc1ccccn1	i	i	1.6	i	i	-9.8	i	i	i	3.1	i
COc1ccc(NC(=O)c2cc(Br)ccc2Cl)c(OC)c1	i	i	3.2	i	i	-10.5	i	i	i	1.1	i
O=C(CCN1C(=O)C2C3CCC(C3)C2C1=O)OCC(=O)c1ccc(Br)cc1 (stereo not given)	i	i	8.1	i	i	-6.9	i	i	i	-14.7	i
O=C(O)C1CCN(S(=O)(=O)c2cccc3nsnc23)CC1	i	i	10.9	i	i	-6.2	i	i	i	13.3	i
COCCOC(=O)c1c(C)n(C)c2ccc(OC(=O)C3CC3)cc12	i	i	1.9	i	i	-15.7	i	i	i	-9.9	i
COc1cc(NS(=O)(=O)c2ccc(N/C=C\C(=O)c3ccc(OC)c(OC)c3)cc2)nc(OC)n1	i	i	-9.3	i	i	-6.5	i	i	i	16.1	i
Cc1cc(O)c(C=Nc2ccc(Cl)cn2)c(=O)o1	i	i	2.1	i	i	-5.3	i	i	i	3.9	i
CN(C(=O)CCc1nnc(CCCCc2ccccc2)o1)C1CCOCC1	i	i	-1.5	i	i	-7.1	i	i	i	-0.6	i
Cc1nn(-c2ccc(N3CCCCC3)nn2)c(C)c1CCC(=O)Nc1ccccc1F	i	i	-4.4	i	i	-8.5	i	i	i	-2.3	i
COC(=O)C1=C(NC(C)=O)CCS1	i	i	4.1	i	i	-3.4	i	i	i	4.9	i
CCn1c(=O)c(=O)[nH]c2cc(C(=O)NC(C)c3ccc(S(N)(=O)=O)cc3)ccc21 (stereo not given)	i	i	-1.9	i	i	-6.8	i	i	i	-1.9	i
CCN(CC(=O)Nc1ccc(NC(C)=O)cc1)C(=O)CSc1ncnc2sc(C)c(C)c12	i	i	1.3	i	i	-7.0	i	i	i	10.8	i
Cc1nn(C)c(C)c1CN(C)C(=O)C1CCC(=O)N(C2CCCCCC2)C1 (stereo not given)	i	i	.	i	i	-4.5	i	i	i	0.9	i
CCOC(=O)c1c(C)[nH]c(C(=O)CSc2nnc(-c3ccncc3)n2CC)c1C	i	i	2.0	i	i	0.1	i	i	i	-14.7	i

Next results follow:
SMILES	KCNQ1 act	KCNQ1 inh	HDAC3 inh	KCNK9 block	RGS4 pot	hERG protect	ANO1 activ	TMEM16A inh	KCNK3 inh	SKKanGAS inh	RGS4 inh
CCOc1ccc2[nH]c(C(=O)N/N=C/c3ccccc3OC)cc2c1	i	i	1.0	-7.92*	i	-7.5	i	i	i	2.6	i
COc1ccccc1OCC(=O)NC1CC(C)(C)NC(C)(C)C1	i	i	-0.4	i	i	-6.9	i	i	i	2.1	i
CN(C)C(=O)CCc1nc(-c2ccc(C(C)(C)C)cc2)no1	i	i	?	i	i	-10.0	i	i	i	0.0	i
CC(C)(C)c1ccc(C(=O)Nc2ccc(NC(=O)C(=O)O)cc2)o1	i	i	-0.6	i	i	-14.1	i	i	i	-6.2	i
Cc1ccc(C(=O)CN(C(=O)c2ccc(Cl)c(Cl)c2)N2C(=O)C3CCCCC3C2=O)cc1C (stereo not given)	i	i	6.9	i	i	-10.9	-5.52*	i	i	17.9	i
CCCNC(=O)Nc1nnc(C2CC2)s1	i	i	-1.3	i	i	-3.8	i	i	i	0.3	i
CCC(=O)N1c2ccc(S(=O)(=O)CCC(=O)NCc3cccs3)cc2CC1C (stereo not given)	i	i	-3.7	i	i	-8.6	i	i	i	12.0	i
Cc1ccc(NC(=O)CN2C(=O)NC(C)(c3ccc(Cl)cc3)C2=O)c(Br)c1 (stereo not given)	i	i	4.8	i	i	-7.2	i	i	i	2.7	i
CCO[C@@H]1OC(C(=O)Nc2ccccc2)=C[C@H](c2ccc(C(F)(F)F)cc2)[C@H]1CCCO	i	i	19.6	i	i	-9.6	i	i	i	32.4	i
O=C1C([N+](=O)[O-])=C(O)c2cccc3cccc1c23	i	i	8.6	i	i	-5.3	.	i	.	4.0	i
CCOc1ccc(-c2nc(-c3ccc(OC)cc3)no2)cc1OCC	i	i	-3.5	i	i	-9.4	i	i	i	-2.1	i
O=C(CN1C(=O)C2CC=CCC2C1=O)Nc1cc(C(F)(F)F)ccc1N1CCCC1 (stereo not given)	i	i	2.4	i	i	-15.3	i	i	i	4.9	i
CCN(CC)C(=O)CS(=O)(=O)CC(=O)Nc1cc(OCCOC)c(Cl)cc1Cl	i	i	4.5	i	i	-5.2	i	i	i	-13.3	i
CC1(C)C2CCC(C2)C1(C)NC(=O)CN1CCN(Cc2ccccc2)CC1 (stereo not given)	i	i	-2.6	i	i	-9.1	i	i	i	-1.9	i
CCc1ccccc1N(CC(=O)N/N=C/c1ccc(OC(=O)OC)c(OC)c1)S(C)(=O)=O	i	i	10.4	i	i	-8.4	i	i	i	-4.6	i

Screening data (PubChem BioAssay)
